Mtb BioA inh – M. tuberculosis BioA enzyme inhibitors, primary screen, biochemical, plate reader, single point, HTS; 7,8-diaminopelargonic acid synthase BioA (Mycobacterium tuberculosis); purified M. tuberculosis BioA enzyme; inhibition, % at 9.99 µM; 360,000 tested, 0.096% active; in the data active = inhibition above about 40%
An asterisk follows results filed as active. An excerpt; rates above refer to the full screens.

SMILES	Mtb BioA inh
C[C@H](CO)N1C[C@H](C)[C@@H](CN(C)CC2CCCCC2)Oc2ccc(NC(=O)Cc3ccccc3)cc2CC1=O	-0.2
O=C(C[C@@H]1CC[C@H]2NC[C@@H](O)COC[C@@H]2O1)Nc1nccs1	-0.4
CO[C@H]1CN(C)C(=O)c2cc(NC(=O)NC(C)C)ccc2OC[C@H](C)N(CC2CC2)C[C@H]1C	-2.0
C[C@@H]1CN([C@@H](C)CO)C(=O)c2cc(NS(=O)(=O)c3ccc(F)cc3)ccc2O[C@@H]1CN(C)C(=O)Nc1ccc2c(c1)OCO2	0.6
CC(C)NC(=O)N(C)C[C@@H]1Oc2cc(C#CC3CC3)ccc2S(=O)(=O)N([C@H](C)CO)C[C@@H]1C	-0.4
COCC#Cc1cnc2c(c1)C(=O)N([C@@H](C)CO)C[C@@H](C)[C@H](CN(C)C(=O)Nc1ccccc1OC)O2	-2.5
C[C@H](CO)N1C[C@H](C)[C@@H](CN(C)Cc2ccncc2)Oc2ccc(NC(=O)NC3CCCCC3)cc2CC1=O	-1.5
COc1ccc(CNC(=O)C[C@@H]2C=C[C@@H](NC(=O)CN(C)C)[C@@H](CO)O2)cc1	0.5
O=C(C[C@@H]1C[C@@H]2c3cc(NC(=O)c4cccnc4)ccc3O[C@@H]2[C@H](CO)O1)NCC(F)(F)F	24.2
CNC(=O)C[C@H]1CC[C@@H]2[C@H](COc3ccc(NS(=O)(=O)c4ccc(F)cc4)cc3C(=O)N2C)O1	-1.5
O=C(C[C@H]1C=C[C@H](NC(=O)Cc2ccccn2)[C@@H](CO)O1)NCCc1ccccc1	-4.2
CC(C)NC(=O)Nc1ccc2c(c1)CC(=O)N([C@H](C)CO)C[C@@H](C)[C@H](CN(C)C(=O)NC1CCCCC1)O2	1.3
COc1ccc(S(=O)(=O)N2CCCCN3[C@H](C2)[C@@H](c2ccc(C#CC4CC4)cc2)[C@@H]3CO)cc1	-1.1
CO[C@H]1CN(C)C(=O)c2cccc(C#N)c2OCC[C@@H]2CC[C@@H](OC)[C@H](CN(C)C(=O)[C@H]1C)O2	0.1
CN(C)C(=O)c1cccc(-c2ccc([C@@H]3[C@H]4CN(Cc5cccnc5)CCCCN4[C@H]3CO)cc2)c1	5.1
Cc1noc(C)c1S(=O)(=O)Nc1cccc2c1O[C@@H](CN(C)CC1CCCCC1)[C@@H](C)CN([C@H](C)CO)C2=O	-1.1
O=C(Cc1ccccn1)N[C@@H]1C=C[C@H](CC(=O)N2CCCCC2)O[C@H]1CO	-0.8
CO[C@@H]1CN(C)C(=O)c2cc(NC(=O)c3cc(C)on3)ccc2OC[C@H](C)N(C)C[C@H]1C	0.9
C[C@H](CO)N1C[C@H](C)[C@H](CN(C)S(=O)(=O)c2ccc(Cl)cc2)OCCCC[C@H](C)Oc2ccc(NC(=O)CCCN(C)C)cc2C1=O	1.3
C[C@H]1CN([C@@H](C)CO)S(=O)(=O)c2ccc(C#CC(C)(C)O)cc2O[C@H]1CN(C)C(=O)C1CCCCC1	1.6

An excerpt from above in order of formula weight, largest number first:
SMILES	Mtb BioA inh
CC(C)NC(=O)Nc1ccc2c(c1)CC(=O)N([C@H](C)CO)C[C@@H](C)[C@H](CN(C)C(=O)NC1CCCCC1)O2	1.3
CN(C)C(=O)c1cccc(-c2ccc([C@@H]3[C@H]4CN(Cc5cccnc5)CCCCN4[C@H]3CO)cc2)c1	5.1
COc1ccc(S(=O)(=O)N2CCCCN3[C@H](C2)[C@@H](c2ccc(C#CC4CC4)cc2)[C@@H]3CO)cc1	-1.1

The list goes on.
SMILES	Mtb BioA inh
CC(=O)N1[C@@H]2Cn3c(ccc(C4=CCCC4)c3=O)[C@H]1[C@@H](C(=O)NCc1ccccc1)[C@@H]2CO	-0.9
C[C@@H]1CCCCO[C@H](CN(C)C(=O)NC2CCCCC2)[C@H](C)CN([C@H](C)CO)C(=O)c2cc(NC(=O)Nc3ccc(C(F)(F)F)cc3)ccc2O1	-0.1
CNC[C@@H]1Oc2c(NS(=O)(=O)c3cccs3)cccc2C(=O)N([C@@H](C)CO)C[C@@H]1C	-2.8
CC(C)NC(=O)N(C)C[C@@H]1OCc2ccccc2-c2ccccc2C(=O)N([C@@H](C)CO)C[C@H]1C	0.1
O=C(c1cccc(F)c1)N1CCCCN2[C@@H](CO)[C@H](c3ccc(-c4ccccc4)cc3)[C@@H]2C1	1.0
C[C@@H]1CCCCO[C@@H](CN(C)C(=O)C2CCCCC2)[C@@H](C)CN([C@@H](C)CO)C(=O)c2cc(NS(C)(=O)=O)ccc2O1	-0.3
C[C@@H]1CN([C@@H](C)CO)C(=O)c2cc(/C=C/c3ccccc3)cnc2O[C@H]1CN(C)Cc1ccccc1F	-1.0
COc1ccccc1CN(C)C[C@@H]1OCc2cnnn2CCCC(=O)N([C@@H](C)CO)C[C@@H]1C	-1.4
COc1cccc(-c2cnc3c(c2)C(=O)N([C@H](C)CO)C[C@@H](C)[C@@H](CN(C)Cc2ccc(C(=O)O)cc2)O3)c1	-0.6
O=C(NC[C@H]1N[C@@H](CO)[C@H]1c1ccc(-c2ccccc2)cc1)c1ccccc1F	2.3
C[C@@H]1CN([C@H](C)CO)C(=O)c2cc(NC(=O)Nc3ccc(C(F)(F)F)cc3)ccc2O[C@@H](C)CCCCO[C@H]1CN(C)S(=O)(=O)c1ccccc1	-0.9
CCC(=O)Nc1ccc2c(c1)C(=O)N(C)C[C@H](OC)[C@H](C)CN(C(=O)c1cnccn1)[C@H](C)CO2	-0.9
O=C(C[C@H]1CC[C@H]2NC[C@H](O)COC[C@@H]2O1)NC1Cc2ccccc2C1	-0.2
CCCNC(=O)N(C)C[C@@H]1Oc2ncc(-c3ccc(OC)cc3)cc2C(=O)N([C@@H](C)CO)C[C@H]1C	2.0
C[C@@H]1CCCCO[C@H](CN(C)S(C)(=O)=O)[C@@H](C)CN([C@H](C)CO)C(=O)c2cc(NS(=O)(=O)c3ccc(Cl)cc3)ccc2O1	-2.8
CC(C)NC(=O)N(C)C[C@@H]1Oc2c(NS(=O)(=O)c3ccc(F)cc3)cccc2C(=O)N([C@H](C)CO)C[C@@H]1C	-2.3
C[C@@H]1CN([C@@H](C)CO)C(=O)c2cc(-c3cccnc3)cnc2O[C@H]1CN(C)C(=O)Nc1ccc(F)cc1	-0.7
CC=Cc1ccc2n(c1=O)C[C@H]1[C@H](CO)[C@@H](C(=O)N3CCCCC3)N(C(=O)CC3CC3)[C@@H]21 (mixture of isomers)	0.2
O=C(C[C@H]1CC[C@@H]2[C@H](COC[C@@H](O)CN2C(=O)c2cccnc2)O1)NCc1ccc(Cl)cc1	-0.4
O=C(C[C@@H]1CC[C@H](NC(=O)C2CCC2)[C@H](CO)O1)NC1CCC1	5.1
C[C@H]1CN([C@@H](C)CO)S(=O)(=O)c2ccc(C#CCN(C)C)cc2O[C@@H]1CN(C)S(C)(=O)=O	-2.1
Cc1ccc(S(=O)(=O)N(C)C[C@@H]2Oc3ccc(NC(=O)Cc4cn(C)c5ccccc45)cc3C(=O)N([C@H](C)CO)C[C@@H]2C)cc1	-0.3
COc1ccc(S(=O)(=O)Nc2ccc3c(c2)C(=O)N([C@H](C)CO)C[C@@H](C)[C@H](CN(C)Cc2ccc(Cl)c(Cl)c2)O3)cc1	-1.6
O=C(C[C@H]1C=C[C@@H](NC(=O)c2ccncc2)[C@H](CO)O1)NCC1CC1	-0.7
CC(C)C#Cc1ccc2c(c1)O[C@H](CN(C)C(=O)c1ccccn1)[C@H](C)CN([C@H](C)CO)S2(=O)=O	-2.6
CCCNC(=O)C[C@@H]1CC[C@@H]2[C@H](COC[C@@H](O)CN2C(=O)Nc2ccccc2OC)O1	-0.7
COc1ccc(C(=O)Nc2ccc3c(c2)C(=O)N(C)C[C@@H](OC)[C@H](C)CN(C(=O)C2CC2)[C@H](C)CO3)cc1	-0.1
C[C@H]1CN([C@@H](C)CO)C(=O)c2cc(-c3ccc(F)cc3)cnc2O[C@H]1CN(C)CC1CCCC1	1.4
CCCC(=O)Nc1ccc2c(c1)OC[C@@H](C)N(S(=O)(=O)c1cn(C)cn1)C[C@H](C)[C@@H](OC)CN(C)C2=O	-2.2
CO[C@H]1CN(C)C(=O)c2ccc(NC(=O)NC(C)C)cc2OC[C@@H](C)N(CC2CC2)C[C@H]1C	0.6
O=S(=O)(N[C@H]1CC[C@H](CCn2cc(-c3cccnc3)nn2)O[C@H]1CO)c1ccccc1	18.2
C[C@@H]1CN([C@@H](C)CO)S(=O)(=O)c2ccc(C#CC3CCCC3)cc2O[C@H]1CN(C)C(=O)C1CC1	0.3
C[C@H](CO)N1C[C@H](C)[C@H](CN(C)C(=O)Nc2cccc3ccccc23)OCCCC[C@H](C)Oc2ccc(NC(=O)C3CCCCC3)cc2C1=O	-1.5
N#C[C@@H]1[C@@H](c2ccc(C#CC3(O)CCCC3)cc2)[C@@H](CO)N1C(=O)C1CCC1	-0.3
C[C@@H]1CN([C@@H](C)CO)C(=O)c2cccc(NS(=O)(=O)c3cccs3)c2O[C@H]1CN(C)C(=O)NC1CCCCC1	-2.5
C[C@@H]1CCCCO[C@H](CN(C)C(=O)C2CCCCC2)[C@H](C)CN([C@@H](C)CO)C(=O)c2cc(NC(=O)c3ccccc3)ccc2O1	-4.1
CCC(=O)N1C[C@H](C)[C@@H](OC)CN(C)C(=O)c2ccc(NC(=O)c3cnccn3)cc2OC[C@H]1C	-1.2
COc1ccc(NC(=O)N(C)C[C@H]2Oc3ccc(NC(=O)C4CCCCC4)cc3C(=O)N([C@H](C)CO)C[C@H]2C)cc1	4.4
COCC(=O)N1C[C@@H](C)[C@@H](OC)CN(C)C(=O)c2cc(NC(=O)c3ccc(F)cc3)ccc2OC[C@H]1C	-1.2
O=C(C[C@H]1C[C@H]2c3cc(NC(=O)Nc4ccccc4F)ccc3O[C@H]2[C@@H](CO)O1)NCc1ccc2c(c1)OCO2	-0.5

As entered above:
Under Mtb BioA inh, COc1ccc(NC(=O)N(C)C[C@H]2Oc3ccc(NC(=O)C4CCCCC4)cc3C(=O)N([C@H](C)CO)C[C@H]2C)cc1 reads 4.4
Under Mtb BioA inh, O=C(C[C@@H]1C[C@@H]2c3cc(NC(=O)c4cccnc4)ccc3O[C@@H]2[C@H](CO)O1)NCC(F)(F)F reads 24.2
Under Mtb BioA inh, C[C@H]1CN([C@@H](C)CO)S(=O)(=O)c2ccc(C#CC(C)(C)O)cc2O[C@H]1CN(C)C(=O)C1CCCCC1 reads 1.6
Under Mtb BioA inh, CCCC(=O)Nc1ccc2c(c1)OC[C@@H](C)N(S(=O)(=O)c1cn(C)cn1)C[C@H](C)[C@@H](OC)CN(C)C2=O reads -2.2

The list goes on.
SMILES	Mtb BioA inh
CC(C)CC#Cc1cnc2c(c1)C(=O)N([C@H](C)CO)C[C@@H](C)[C@H](CN(C)Cc1ccccn1)O2	-4.2
CS(=O)(=O)N1CCCCN2[C@H](CO)[C@H](c3ccc(C#Cc4ccccn4)cc3)[C@@H]2C1	-0.6
Cc1ccc(S(=O)(=O)Nc2ccc3c(c2)C(=O)N([C@@H](C)CO)C[C@H](C)[C@@H](CN(C)Cc2ccccc2)OCCCC[C@H](C)O3)cc1	0.3
COc1ccc(NC(=O)Nc2ccc3c(c2)C(=O)N([C@H](C)CO)C[C@H](C)[C@@H](CN(C)C(=O)Nc2c(C)noc2C)OCCCC[C@H](C)O3)cc1	1.0
COc1cccc(S(=O)(=O)N(C)C[C@H]2Oc3ncc(C#CCC(C)C)cc3C(=O)N([C@H](C)CO)C[C@@H]2C)c1	-0.5
C[C@@H]1CN([C@@H](C)CO)C(=O)c2cccc(NS(C)(=O)=O)c2O[C@@H]1CN(C)Cc1ccccc1	0.4
C[C@H](CO)N1C[C@H](C)[C@H](CN(C)S(C)(=O)=O)Oc2ccc(N(C)C)cc2CC1=O	-1.0
C[C@@H]1CN([C@@H](C)CO)C(=O)c2cccc(NC(=O)C3CCOCC3)c2O[C@@H]1CN(C)Cc1ccc(C(F)(F)F)cc1	-2.3
C[C@H](CO)N1C[C@H](C)[C@H](CN(C)Cc2ccc(C(=O)O)cc2)Oc2ccc(NC(=O)NC3CCCCC3)cc2CC1=O	1.6
C[C@H](CO)N1C[C@H](C)[C@@H](CN(C)C(=O)NC2CCCCC2)OCCCC[C@H](C)Oc2ccc(N(C)C)cc2C1=O	0.5
O=C(Nc1ccc(Cl)cc1)N[C@H]1CC[C@H](CCn2cc(C3(O)CCCC3)nn2)O[C@H]1CO	2.7
C[C@@H]1CN([C@@H](C)CO)S(=O)(=O)c2ccc(-c3cccc(C#N)c3)cc2O[C@H]1CN(C)C	0.6
COCCNC(=O)C[C@H]1CC[C@@H]2[C@H](COc3ccc(NC(=O)c4cnccn4)cc3C(=O)N2C)O1	15.3
O=C(C[C@H]1CC[C@@H]2[C@H](COC[C@@H](O)CN2Cc2ccccc2F)O1)NC1CCC1	-0.7
CN(C)C(=O)C[C@@H]1CC[C@@H]2[C@@H](COc3ccc(NC(=O)C4CC4)cc3C(=O)N2C)O1	-1.4
C[C@@H]1CN([C@H](C)CO)C(=O)c2c(c3ccccc3n2C)-c2ccccc2CO[C@@H]1CN(C)Cc1ccncc1	2.8
COc1ccc(S(=O)(=O)Nc2ccc3c(c2)C(=O)N([C@H](C)CO)C[C@H](C)[C@@H](CN(C)C)OCCCC[C@@H](C)O3)cc1	-1.3
C[C@H](CO)N1C[C@H](C)[C@H](CN(C)CC2CCCCC2)Oc2c(NC(=O)Nc3cccc4ccccc34)cccc2C1=O	-1.9
Cc1cccc(-c2ccc([C@H]3[C@@H](CO)N4CCCCN(Cc5cccnc5)C[C@@H]34)cc2)c1	0.0
O=C(NCC[C@H]1CC[C@H](NS(=O)(=O)c2cccc(F)c2)[C@@H](CO)O1)C1CCCCC1	-0.9
CC(=O)N1[C@@H]2c3ccc(-c4cccc(F)c4)c(=O)n3C[C@H]1[C@H](CO)[C@H]2C(=O)NCC1CC1	-0.5

Shown field by field: part of the list above
C[C@@H]1CCCCO[C@H](CN(C)C(=O)C2CCCCC2)[C@H](C)CN([C@@H](C)CO)C(=O)c2cc(NC(=O)c3ccccc3)ccc2O1
  Mtb BioA inh: -4.1

CCC(=O)N1C[C@H](C)[C@@H](OC)CN(C)C(=O)c2ccc(NC(=O)c3cnccn3)cc2OC[C@H]1C
  Mtb BioA inh: -1.2

COc1ccc(NC(=O)N(C)C[C@H]2Oc3ccc(NC(=O)C4CCCCC4)cc3C(=O)N([C@H](C)CO)C[C@H]2C)cc1
  Mtb BioA inh: 4.4

COCC(=O)N1C[C@@H](C)[C@@H](OC)CN(C)C(=O)c2cc(NC(=O)c3ccc(F)cc3)ccc2OC[C@H]1C
  Mtb BioA inh: -1.2

Screens as filed in PubChem BioAssay.
